Screens deposited in PubChem by National Center for Advancing Translational Sciences (NCATS).
FBPA Giardia inh – Giardia lamblia aldolase inhibition. 0.71% of 290,000 active. purified Giardia FBPA. A8B2U2. Potency, µM (doses to about 59.6 µM), without a hit: at the highest dose activity, negative = inhibition, usual class: inhibitors. AID 2451; further: potency means the concentration at half of the fitted maximal effect; nearly all actives have a fitted effect of over 55% in size
Target sequence (A8B2U2 whole entry, looked up): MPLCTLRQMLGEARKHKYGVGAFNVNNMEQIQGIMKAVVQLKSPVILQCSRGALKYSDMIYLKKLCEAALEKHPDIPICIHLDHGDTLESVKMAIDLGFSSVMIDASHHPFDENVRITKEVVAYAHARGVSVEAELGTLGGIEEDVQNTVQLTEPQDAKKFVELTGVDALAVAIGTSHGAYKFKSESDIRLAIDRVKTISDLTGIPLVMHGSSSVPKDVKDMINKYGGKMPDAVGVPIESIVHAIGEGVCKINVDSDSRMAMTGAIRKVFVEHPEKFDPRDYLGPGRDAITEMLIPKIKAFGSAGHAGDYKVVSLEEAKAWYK
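Giardia FBPA (40 nM reagent) was preincubated 10 min at RT with compound (up to 57.5 uM final), then substrate plus GAPDH/TPI/NAD/arsenate coupling system with diaphorase/resazurin was added; resorufin fluorescence (525/598 nm) was read after 20 min.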
AmpC detergent – AmpC beta-lactamase inhibition with detergent present; Potency, µM (top dose mostly 114 µM), for the others: at the top dose activity change, negative = inhibition, hits mostly inhibitors; AID 485294; P00811; 0.041% of 370,000 active; AmpC hydrolysis of nitrocefin, absorbance 480 nm, 0.01% Triton;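 further: potency means the concentration at half of the fitted maximal effect; 0% = no-compound wells and -100% = no-enzyme wells; nearly all actives have a fitted effect of over 25% in size; some results filed as inactive show a strong effect at the top dose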
Target sequence (P00811 whole entry, looked up): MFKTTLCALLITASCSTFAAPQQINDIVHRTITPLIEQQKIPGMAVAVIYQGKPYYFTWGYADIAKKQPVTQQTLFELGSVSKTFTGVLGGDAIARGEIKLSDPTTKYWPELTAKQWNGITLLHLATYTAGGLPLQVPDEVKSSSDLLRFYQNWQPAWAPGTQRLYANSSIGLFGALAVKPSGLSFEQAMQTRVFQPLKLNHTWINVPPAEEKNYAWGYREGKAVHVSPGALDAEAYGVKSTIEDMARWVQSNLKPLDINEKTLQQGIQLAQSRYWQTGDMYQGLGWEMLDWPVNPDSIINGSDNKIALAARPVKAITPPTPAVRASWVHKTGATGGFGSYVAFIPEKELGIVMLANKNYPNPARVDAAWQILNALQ
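AmpC (5.3 nM in the dispensed reagent) in 20 mM phosphate pH 7.0 with 0.01% (detergent screen) or 0.0001% Triton X-100 was preincubated with compounds for 15 min at room temperature. Nitrocefin was then added from an 800 uM solution, and hydrolysis was followed at 480 nm.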
AmpC no deterg – AmpC beta-lactamase inhibition without detergent | P00811 | 0.52% of 330,000 active | Potency, µM (doses to about 57.1 µM), for inactives: top-dose activity change, negative = inhibition, most hits filed as inhibitors | AmpC nitrocefin hydrolysis, absorbance 480 nm, 0.0001% Triton;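 further: potency means the concentration at half of the fitted maximal effect; plate controls were no compound for no effect and no enzyme for full effect; nearly all actives have a fitted effect of over 20% in size; some results filed as inactive show a strong effect at the top dose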
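AmpC (5.3 nM in the dispensed reagent) in 20 mM phosphate pH 7.0 with 0.01% (detergent screen) or 0.0001% Triton X-100 was preincubated with compounds for 15 min at room temperature. Nitrocefin was then added from an 800 uM solution, and hydrolysis was followed at 480 nm.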
HCMV inh – blocks human cytomegalovirus replication; activity change, negative = inhibition, % at 57.5 µM; 4.5% of 410,000 active; HFF cells, HCMV-luciferase reporter, 72 h; hits give low values; in the data active means activity change below about -60%; inconclusive means no clear call, values can overlap the other calls; inactive means above about -39%
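Two-dose cell screen: HFF monolayers treated with compounds and infected with luciferase-expressing HCMV at 1 PFU/cell, 72 h at 37C, then lysed for luciferase measurement.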
Sm TGR inh – inhibitors of Schistosoma mansoni thioredoxin glutathione reductase; Q962Y6; purified TGR, DTNB reduction, TNB absorbance 405 nm; Potency, µM (titrated, usually from 114 µM), inactives show top-dose activity change, negative = inhibition, most hits filed as inhibitors; 3% of 360,000 active; AID 485364; further: potency means the concentration at half of the fitted maximal effect; nearly all actives have a fitted effect of over 60% in size
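TGR 20 nM + NADPH 100 uM (dispensed conc.), cpd preinc 15 min RT; start with NADPH (500 uM addition) then DTNB (15 mM addition). Kinetic TNB absorbance, 405 nm filter. Four-parameter Hill fit across titration.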
HCV inhibitor – inhibitors of hepatitis C virus infection | Potency, µM (doses to about 41.8 µM), without a hit: at the highest dose activity change, negative = inhibition, hits mostly inhibitors | AID 651820 | 3.4% of 340,000 active | Huh7.5.1 HCVcc-Cre infection, luciferase reporter, 44 h; further: potency means the concentration at half of the fitted maximal effect
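HCVcc-Cre virus at an moi near 0.5 was added right after compound to cells cultured 4 h from seeding (1,000 cells/well). Luciferase activity was determined 44 h later, 15 min after substrate addition at RT.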
Numbers without * were called inactive; ? = inconclusive; / = not tested or not shown; & = joins results of further samples; [ ] = remark or other dose. Unless noted, the call rests on the fitted dose curve; in most records, active means well fitted curve in the direction sought with a large enough effect; inconclusive means small, poorly fitted or top-dose-only effect, or another doubt; inactive means no such curve, though single readings can be large; an effect the other way counts as inactive or inconclusive. Unless noted, on the % scale 0 is the no-effect control and ±100 the full control effect.

SMILES	FBPA Giardia inh	AmpC detergent	AmpC no deterg	HCMV inh	Sm TGR inh	HCV inhibitor
O=C(Nc1sc2c(c1C(=O)N1CCOCC1)CCCCC2)c1cccnc1	1%	10%	-6%	-26	-8%	10%
CCOC(=O)C1CCN(C(=O)C2COc3ccccc3C2)CC1 (configuration not stated)	/	0%	/	-24	-5%	/
CC(=O)Nc1cc(C(=O)N2CCCC2)ccc1Sc1ccc(C)cc1	2%	0%	38%	68	5%	6%
COc1cccc(Cn2cc(C)cc(NC(=O)NCc3ccccc3)c2=O)c1	-2%	10%	-24%	11	-24%	-22%
O=C(NCc1cccnc1)Nc1cc(Cl)cc(Cl)c1	-4%	-3%	-29%	14	-21%	1%
CC(=O)Nc1sc2c(c1C(c1ccncc1)N1CCOCC1)CCCC2 (configuration not stated)	-2%	1%	129%[activator]	9	0%	-8%
CN(C(=O)c1cccc(NC(=O)C2CCN(C(=O)OC(C)(C)C)CC2)c1)C1CCC1	/	/	54%	-20	/	?
CCOC(=O)c1ccc(NC(=O)C2(c3ccc(OC)cc3)CCCC2)cc1	-4%	-1%	-14%	-30	5%	-15%
CC(C)(C)C(=O)COC(=O)c1c2c(nc3ccccc13)CCC2	-12%	-7%	5%	-12	-12%	?
CCCCN(C)S(=O)(=O)c1ccc(C(=O)Nc2nnc(-c3ccco3)o2)cc1	?	2%	-31%	?	-2%	-16%
Cc1cc(C)n(CC(=O)NNC(=O)COc2ccc(F)cc2Br)n1	/	4%	3%	-20	3%	11%
Cc1nn(C(=O)c2cccnc2)c(C)c1Sc1ccc(Br)cc1	-18%	4%	-10%	/	-14%	15%
CCC1(c2ccccc2)NC(=O)N(CC(=O)Nc2cc(S(=O)(=O)N3CCCCC3)ccc2OC(C)C)C1=O (configuration not stated)	/	10%	4%	-10	-1%	10µM*
CCOC(=O)c1ccccc1NS(=O)(=O)c1ccc(N2CCCCS2(=O)=O)cc1	/	12%	/	13	9%	/
Cc1ccc(S(=O)(=O)NCc2ccccc2C)cc1	-5%	-14%	-21%	-9	4%	1%
CC(C)C(=O)n1nc(-c2cccnc2)nc1NCc1ccc(F)cc1	4%	4%	21%	-21	-1%	7%
Nn1c(-c2ccccc2)nc2cc(Cl)ccc2c1=O	17%	?	-25%	-20	-6%	4%
CCOC(=O)C1=C(COC(=O)COc2ccccc2C(C)C)NC(=O)NC1C (configuration not stated)	/	-10%	15%	21	-4%	18%
C=CCN1C(=O)c2ccc(C(=O)N3CCN(S(=O)(=O)c4cc(C)ccc4C)CC3)cc2C1=O	/	0%	136%[activator]	-31	1%	2%
Cc1ccc(S(=O)(=O)N2CCN(C(=O)CSc3nc4ccccc4c(=O)[nH]3)CC2)cc1	-5%	-9%	-43%	37	0%	-21%&-5%
COC(=O)c1c(-c2cccs2)csc1NC(=O)c1ccc(C(C)(C)C)cc1	/	15%	/	-12	0%	/
CCCn1c(=O)c2ccccc2n2c(SCCOc3ccccc3F)nnc12	-11%	3%	-2%	6	4%	14%&-21%
COC(=O)NN=C1CCC(c2ccccc2)CC1 (configuration not stated)	/	-3%	154%	11	-16%	17%
Cc1cccc(N2C(=O)CC(c3ccc(F)cc3)C3=C2COC3=O)c1 (configuration not stated)	3%	-3%&3%	-11%	-19&1	-1%&0%	13%
COc1ccc(S(=O)(=O)N2CCN(C3CCN(Cc4ccccc4)CC3)CC2)cc1	5%	-1%	9%	22	50µM*	?
Cc1ccc(C(=O)Nc2ccc3c(c2)OCO3)cc1S(=O)(=O)N1CCOCC1	/	-1%	-26%	72	2%	?
CCN1CCN(c2cc(C)c3cc(NC(=O)c4cc(Br)ccc4Cl)ccc3n2)CC1	/	-4%	/	-72*	4%	/
O=C(O)c1cc(S(=O)(=O)Nc2cccc3ccccc23)c(Cl)cc1Cl	4%	?	43%	0	-3%	-6%
COc1ccc(-n2ccc(=O)c(C(=O)O)n2)cc1	-1%	5%	-5%	26	2%	19%
Cc1ccc([N+](=O)[O-])cc1-c1ccc(/C=N/NC(=O)CN2CCOCC2)o1	-11%	5%	13%	-8	12%	-3%
Cc1occc1C(=O)Nc1sc2c(c1C(N)=O)CCC(C(C)(C)C)C2 (configuration not stated)	5%	-12%	-22%	-22	-3%	-25%
COc1ccc(/C=N\N=C2/SC(CC(=O)O)C(=O)N2c2ccc(O)cc2)cc1 (configuration not stated)	6%	3%	-15%	27	0%	8%
Cc1cccc(N=[N+]([O-])c2cccc(C)n2)n1	/	/	-5%	11	/	-1%
O=C(c1cc(N2CCCCC2)nc2ccccc12)N1CCOCC1	1%	-13%	9%	31	2%	/
O=C(NC(=S)Nc1ccccc1Cl)c1cncc(Br)c1	6.3µM*	-8%	-26%	-7	-3%	-5%
COc1cccc2c1Oc1ncccc1N(C(=O)Nc1ccc(F)c(Cl)c1)C2	/	13%	/	-38	3%	/
O=C(Nc1ccccc1)c1cc([N+](=O)[O-])ccc1N1CCCCC1	/	/	-26%	21	/	?
C/C(CCN1CCCCc2nc(C)c(C)cc21)=N\O[C@H](C)c1cn([C@H](CO)Cc2ccccc2)nn1	-4%	?	200%[activator]	/	-12%	-6%[8.37 µM]
Cc1cccc(-n2nnc(C(=O)N3CCc4ccccc4C3)c2N)c1	-4%	-1%	0%	-9	4%	-17%
CC(C)CC1NC(=O)N(CC(=O)Nc2cc([N+](=O)[O-])ccc2F)C1=O (configuration not stated)	/	/	-19%	1	/	36%[activator]
Cn1c(CCc2nc3ccccc3[nH]2)nnc1SCC#N	-7%	-2%	188%[activator]	0	5%	6%
CCCn1nc(C(=O)Nc2cccc(C(=O)OC)c2)c2ccccc2c1=O	4%	-5%	81%[activator]	44	0%	?
Cc1ccc2nc(COC(=O)CNC(=O)c3ccccc3)cn2c1	/	0%	-13%	-29	2%	9%
CNS(=O)(=O)c1ccc(C(C)(C)C)cc1	5%	1%	-11%	-32	-4%	-7%
CC(C(=O)NCc1ccccc1Cl)N1C(=O)c2ccccc2C1=O (configuration not stated)	/	1%	-11%	-2	1%	9%
CCOC(=O)c1c(NC(=O)c2cccnc2Cl)sc(C(=O)N(C)C)c1C	0%	?	-8%	20	0%	-22%
Cc1ccc(C2C3=C(CCCC3=O)Nc3nc(SCC(=O)NCc4ccco4)[nH]c(=O)c32)cc1 (configuration not stated)	3%	-4%	-46%	0	-34%	21%
CC(=O)C1=C(C)Nc2ncnn2C1c1ccc(F)cc1 (configuration not stated)	-10%	-5%	1%	-4	0%	9%
COc1cccc(/C=C/C(=O)NNC(=O)c2ccccc2)c1OC	/	/	-11%	107	/	-3%
CCN(CC)CCCC(C)NC(=O)c1cccc(S(=O)(=O)N2CCc3ccccc32)c1 (configuration not stated)	-7%	4%	16%	9	16µM*	-12%
New compounds follow
SMILES	FBPA Giardia inh	AmpC detergent	AmpC no deterg	HCMV inh	Sm TGR inh	HCV inhibitor
O=C(Nc1ccc2c(c1)OCCO2)C1CCN(S(=O)(=O)c2cccs2)CC1	-6%	-9%	-29%	-29	2%	-12%
COc1ccc(NCC(=O)Nc2ccc(Cl)cc2C)c(OC)c1	-10%	-6%	?	-23	-17%	?
CCc1ccc(C(C(=O)NC2CCCC2)N(C(=O)/C=C/C(=O)Nc2cc(C)on2)c2ccccc2C)cc1 (configuration not stated)	0%	-1%	-23%	-10	6%	?
Cn1c(Cn2cnc3ccccc32)nnc1SCc1ccccc1	9%	-13%	-6%	-21	-2%	4%
CCS(=O)(=O)c1nc(S(=O)(=O)c2ccc(C)cc2)c(N2CC(C)OC(C)C2)s1 (configuration not stated)	/	-4%	75%[activator]	?	-20%	-5%
CCCCCSc1nnc2c(n1)OC(CC)Nc1ccc(Br)cc1-2 (configuration not stated)	/	25%	/	-19	-2%	/
Cc1cc(Nc2ccccc2C)n2nc(Cc3ccc(Cl)cc3)nc2n1	/	15%	/	-29	0%	/
CN(CC(=O)Nc1ccc(F)c(F)c1F)C(=O)CCc1nc2sc3c(c2c(=O)[nH]1)CCCC3	/	-15%	-33%	1	4%	?
Cc1nc2oc3c(NCC4CCCO4)ncnc3c2c2c1COC(C)(C)C2 (configuration not stated)	-9%	9%	-26%	16	2%	12%
CCn1c(SCC(=O)NC2CCCCC2)nnc1-c1cccs1	0%	-6%	-16%	12	5%	-8%

4 records picked at random from the list so far, as already listed:
SMILES	FBPA Giardia inh	AmpC detergent	AmpC no deterg	HCMV inh	Sm TGR inh	HCV inhibitor
CN(C(=O)c1cccc(NC(=O)C2CCN(C(=O)OC(C)(C)C)CC2)c1)C1CCC1	/	/	54%	-20	/	?
O=C(Nc1sc2c(c1C(=O)N1CCOCC1)CCCCC2)c1cccnc1	1%	10%	-6%	-26	-8%	10%
Cn1c(Cn2cnc3ccccc32)nnc1SCc1ccccc1	9%	-13%	-6%	-21	-2%	4%
CN(CC(=O)Nc1ccc(F)c(F)c1F)C(=O)CCc1nc2sc3c(c2c(=O)[nH]1)CCCC3	/	-15%	-33%	1	4%	?

Next part:
SMILES	FBPA Giardia inh	AmpC detergent	AmpC no deterg	HCMV inh	Sm TGR inh	HCV inhibitor
CCN(c1ccccc1)S(=O)(=O)c1ccc(OC)c(NC(=O)C2CCC2)c1	/	/	-3%	2	/	-15%
Cc1ccnc(NC(=O)CN2C(=O)NC(C)(c3ccc4ccccc4c3)C2=O)c1 (configuration not stated)	/	-14%	37%	33	-9%	-7%
CC(C)(C)OC(=O)N1CCC(c2c(C(=O)NCCc3ccsc3)cnn2-c2ccc(F)cc2F)CC1	/	-4%	/	0	3%	/
CC(C)(C)[C@@H]1COC(=O)[C@H](Cc2ccc(F)cc2)C/C=C\C[C@@H](CC(=O)NCCO)C(=O)N1	/	/	78%[activator]	?	/	5%
Cn1c(=O)c2c(nc(Oc3ccc4c(c3)OCO4)n2Cc2ccc(Br)cc2)n(C)c1=O	2%	-6%	-26%	/	3%	?
O=C(/C=C/c1ccccc1)NCCc1nc2ccccc2[nH]1	1%	12%	-17%	-3	9%	7%
O=C(CN1CCN(S(=O)(=O)c2ccccc2)CC1)Nc1ccc(Cl)c([N+](=O)[O-])c1	/	0%	-5%	-22	10%	?
COc1ccc(C)cc1NC(=O)COC(=O)c1ccc([N+](=O)[O-])o1	-13%	0%	-19%	49	0%	6%
Cc1ccc(N2N=C(c3ccc(Br)cc3)CCC2=O)cc1	1%	4%	6%	-12	-14%	-11%
Cc1cc(=O)n2nc(N3CCC(C(=O)NCc4ccc(F)cc4)CC3)sc2n1	/	1%&19%	37%	-3&0	-11%&-8%	11%
O=C(c1cccn2c(=O)c3cc(Br)ccc3nc12)N1CCC2(CC1)OCCO2	2%	-11%	13%	-13	-26%	11%
CCn1c(=O)n(CC)c2cc(N3CCCC3)c(NC(=O)c3c(F)cccc3F)cc21	-10%	4%	61%[activator]	-11	-3%	?
O=C(CCn1cccc1)NCCc1ccc(Cl)cc1	2%	0%	-11%	-10	-34%	-5%
C=CCC[C@@H](Cc1ccc(F)cc1)C(=O)OC[C@@H](Cc1ccccc1)NC(=O)[C@H](CC=C)CC(=O)NCCO	/	/	281%[activator]	-20	/	7.1µM*
CCC(C)NC(=O)N[C@@H](CCSC)C(=O)OC (some centres not stated)	4%	3%	-7%	15	-10%	-1%
COc1cccc(C(=O)c2c(C)c(CCC#N)n3ccccc23)c1	-3%	-6%	-15%	25	-24%	?
